Screens as filed in PubChem.
Large T inhibition – SV40 large T antigen inhibitors, biochemical (AID 1903). SV40 large T antigen ATPase/helicase inhibition assay; higher % means a stronger effect. inhibition, % at 20 µM, or IC50 in µM where a hit was titrated. 310,000 tested, 0.39% active; in the data active means a potency from the dose series; inconclusive means inhibition mostly from about 32% at the one dose, without a potency; inactive means the rest, 99 in 100 with inhibition below about 32%; further: strong numbers were not always called active
TNAP activators – human TNAP enzyme activators, primary screen, biochemical, luminescent, no phosphate acceptor, uHTS (AID 1001) | 200,000 tested, 0.03% active | Alkaline phosphatase, tissue-nonspecific isozyme (Homo sapiens) | activation fold at 20 µM; hits with a dose series show EC50 in µM | purified TNAP, luminescent activation assay, no phosphate acceptor; higher activation fold means a stronger effect; in the data active means activation fold from about 3, or a potency from the dose series; inactive means the rest, 99 in 100 with activation fold below about 1.6; further: many of its hits are not listed in these tables
Ins promoter up – insulin promoter activators in MIN6 cells, imaging, high-content screening, mouse beta cells. z-score at 5 µM. MIN6 insulin promoter-GFP reporter; stronger effect = higher value. 190,000 tested, 0.3% active;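 active means z-score above 3 at 5 µM with at least 500 cells counted in the well; inconclusive means wells under 500 cells, flagged as cytotoxic or low count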
PMI inhibitors – inhibitors of human PMI, primary screen, biochemical, fluorescence intensity, coupled assay (AID 1209) | purified PMI enzyme, coupled fluorescence intensity; higher % means a stronger effect | one-dose inhibition, % at 20 µM; IC50 in µM for titrated hits | 190,000 tested, 0.42% active;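 further: plate controls were DMSO vehicle for no effect and wells lacking substrate for full effect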
West Nile virus CPE – West Nile virus antiviral activity, cell-based, CPE readout (AID 1621) | one-dose CPE inhibition, % at 10 µM; IC50 in µM for titrated hits | West Nile virus-infected cells, CPE inhibition; higher % means a stronger effect | 290,000 tested, 0.02% active; in the data active means a potency from the dose series; inconclusive means CPE inhibition mostly from about 3.7% at the one dose, without a potency; inactive means the rest, 99 in 100 with CPE inhibition below about 2.2%; further: strong numbers were not always called active
CSM14.1 death rescue – rescue of cells from ER stress-induced death, primary screen, 384-well, CSM14.1, thapsigargin, ATP luminescence (AID 1222); 190,000 tested, under 10 active; cellular ATP content (survival), % at 20 µM, or EC50 in µM where a hit was titrated; CSM14.1 thapsigargin-induced death rescue, ATP luminescence; higher % means a stronger effect;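 active means EC50 below 50 µM in the dose-response confirmation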;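 further: death triggered by thapsigargin at about 15 µM added after 2 h compound pretreatment; cell ATP read after overnight thapsigargin exposure of roughly 18 to 22 hours; normalized against plate controls of thapsigargin alone and 5% DMSO vehicle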
PhoP inhibition – inhibitors of PhoP regulon expression, primary screen, Salmonella Typhimurium, GFP reporter (AID 1863). S. Typhimurium PhoP-regulated promoter GFP reporter, 4 h; higher % means a stronger effect. 300,000 tested, 0.16% active. inhibition, % at 50 µM; hits with a dose series show IC50 in µM;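 active means inhibition over 29.93%, a cutoff 3 SD above the screen mean, later confirmed by dose response; inconclusive means inhibition over 29.93% but no dose response follow-up; inactive means inhibition at most 29.93% or unconfirmed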;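 further: 0% = low Mg2+ inducing control and 100% = high Mg2+ repressing control; strong numbers were not always called active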
RSV antiviral HEp-2 – RSV antiviral activity via CPE protection, HEp-2 cells, primary 10 µM value included (AID 2391). HEp-2 cells, RSV-induced CPE inhibition; higher % means a stronger effect. CPE inhibition, % at 10 µM; hits with a dose series show IC50 in µM. 310,000 tested, 0.13% active; in the data active means a potency from the dose series; inconclusive means CPE inhibition mostly from about 23% at the one dose, without a potency; inactive means the rest, 99 in 100 with CPE inhibition below about 21%; further: strong numbers were not always called active
human PMI inhibitors – human PMI inhibitors, high substrate, primary screen, biochemical, fluorescence intensity, high mannose 6-phosphate (AID 1220). Mannose-6-phosphate isomerase (Homo sapiens). recombinant PMI enzyme, coupled fluorescence intensity; higher % means a stronger effect. inhibition, % at 20 µM; hits with a dose series show IC50 in µM. 190,000 tested, 0.66% active
Ins promoter up cell count – recorded beside Ins promoter up, whose call it bears; cell count; measured here: cytotoxicity, nuclei count;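 total cells summed across four imaged fields per well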
* marks the source's active call; other numbers are inactive results; u = inconclusive; x = no result given. Unless noted, no stated cut-off is given here; in the data, active means inhibition above about 50%; inactive means the rest. An excerpt; the hit share may differ from the screen's.

SMILES | Large T inhibition | TNAP activators | Ins promoter up | Ins promoter up cell count | PMI inhibitors | West Nile virus CPE | CSM14.1 death rescue | PhoP inhibition | RSV antiviral HEp-2 | human PMI inhibitors
Cc1cc(OC(=O)N(C)C)nc(-c2ccc(C)c(Cl)c2)n1 | 10.2% | x | -0.2 | 1198 | x | -0.7% | x | -4.0% | 2.5% | x
C/C(=N\Nc1ccccc1)c1c(O)n(Cc2ccccc2)c(=O)[nH]c1=O | 18.5% | 1.1 | 0.74 | 1519 | -56.2% | 0.6% | -1.1% | -8.0% | 1.5% | -150.9%
CCOC(=O)c1c(C)n(CCN2CCN(C)CC2)c2ccc(OC)cc12 | -0.4% | 1.1 | -0.42 | 1231 | 3.7% | 0.9% | 0.1% | 8.6% | -1.3% | 3.2%
OC(CNC1CCCCC1)C(F)(F)F (centres undefined) | 18.3% | 1.1 | 0.2 | 1574 | -14.3% | 0.0% | -0.7% | -3.3% | 2.4% | -3.1%
COc1cc(CC(C)N)c(OC)cc1I (centres undefined) | 8.7% | x | x | x | x | 0.0% | x | -0.7% | -0.9% | x
Fc1cccc(F)c1CN1CCN(c2ccc(Cl)cc2)CC1 | -0.9% | x | x | x | x | -0.5% | x | 5.4% | 4.2% | x
COc1ccccc1N1CCN(Cc2ccccc2F)CC1 | -4.0% | 1.1 | 2.44 | 1221 | 7.9% | 0.1% | -3.1% | 5.7% | -0.2% | 2.7%
Cc1nc2ccccc2c(=O)n1-c1ccc(F)cc1 | 22.0% | 1.2 | -0.13 | 1124 | 4.7% | 0.0% | x | 8.8% | -1.1% | -1.4%
CC(Cc1ccccc1)NC(=O)CN1CCCC1=O (centres undefined) | 2.1% | 1.1 | -3.46 | 553 | 2.5% | 0.9% | -1.6% | 8.1% | 2.0% | -3.6%
NC(=O)c1ccc(N=Cc2c(O)n(Cc3ccco3)c(=O)[nH]c2=O)cc1 | 18.4% | x | -0.33 | 1087 | x | 0.5% | x | -0.1% | 2.5% | x
CC(C)CCn1c(N)c(C(=O)NCc2cccs2)c2nc3ccccc3nc21 | -9.2% | 1.2 | -0.89 | 1213 | 24.5% | -0.2% | -0.3% | -14.1% | -2.7% | 59.5%*
COc1ccc(CC(C)NCCc2ccc(OC)c(OC)c2)cc1 (centres undefined) | 15.2% | x | x | x | x | -0.9% | x | -0.1% | 0.2% | x
O=C(CNC(=O)c1ccccc1Cl)Nc1ccc(Br)cc1C(=O)c1ccccc1 | 6.2% | 1.3 | 0.21 | 1490 | 16.5% | -1.2% | -4.4% | 7.4% | 4.8% | 10.7%
CCN(CC)S(=O)(=O)c1ccc(NN=C(C#N)C#N)cc1 | 10.6% | 1 | 0.01 | 1054 | -37.4% | -0.3% | -2.3% | 7.2% | 4.7% | -42.2%
CCC1(OC(=O)c2ccccc2)CC(C)N(C)CC1C (centres undefined) | 3.0% | x | x | x | x | -0.4% | x | -3.8% | 0.5% | x
O=C1NC(=S)N(c2ccc(F)cc2)C(=O)/C1=C/c1ccccc1O | 4.5% | x | x | x | x | -0.4% | x | 7.7% | 0.7% | x
Clc1ccc(OCC#CCN2CCOCC2)cc1 | 3.7% | 1.2 | -0.99 | 1774 | 8.2% | 0.1% | -0.7% | 5.0% | 1.0% | 2.9%
O=c1[nH]c(O)c(N=Nc2cccc(S(=O)(=O)N3CCOCC3)c2)c(=O)[nH]1 | 16.5% | 1.1 | -0.56 | 1491 | -4.7% | 1.9% | -0.4% | 2.2% | 1.5% | -7.1%
COc1ccc(OC)c(C2=NOC(C(=O)N3CCC4(CC3)OCCO4)C2)c1 (centres undefined) | 4.3% | 1.1 | 0.2 | 1652 | 13.2% | -0.3% | -4.0% | -2.2% | 2.4% | 9.6%
Cc1[nH]c2ccc(OCc3ccccc3)cc2c1CCN | -0.3% | x | x | x | x | -0.6% | x | 9.9% | -1.8% | x
OC(CC#CCN1CCCCCC1)(c1ccccc1)C1CCCC1 (centres undefined) | 4.7% | x | x | x | x | -1.4% | x | -4.9% | 0.1% | x
C[C@]12CCC3=C4CCC(=O)C=C4CC[C@H]3C1CC[C@@H]2O (some centres undefined) | 14.8% | x | x | x | x | -0.6% | x | -8.8% | -1.5% | x
CCN(CCCl)Cc1ccccc1Br | 5.6% | x | x | x | x | 0.1% | x | -7.9% | -0.3% | x
CC12CN3CC(C)(CN(C1)C3c1cccs1)C2O (centres undefined) | 5.7% | 1.1 | -0.96 | 1142 | -12.5% | 0.0% | -2.6% | -4.4% | 0.7% | -15.7%
CCn1c(O)c(/C=N/N2CCOCC2)c(=O)n(CC)c1=S | -0.4% | 1 | -0.01 | 1313 | -5.6% | -1.0% | -0.4% | 1.6% | 0.7% | -0.7%
CCOC(=O)N1CCC(NC(=O)CCc2nc(C3=CCN(C)CC3)no2)CC1 | 7.2% | 1 | -0.42 | 1584 | 2.0% | 0.7% | -1.8% | -5.4% | 2.0% | 1.7%
COc1cc(CNCCc2ccc3c(c2)OCO3)ccc1O | 24.2% | x | x | x | x | -0.2% | x | 1.8% | 0.1% | x
CCOC(=O)c1sc(/N=C/c2c(O)n(-c3cccc(C)c3)c(=O)[nH]c2=O)c(C#N)c1C | 10.2% | 1.1 | -0.08 | 1384 | -18.6% | -0.2% | -2.0% | 4.7% | 4.7% | -15.3%
CN1CCN(c2ncnc(Cl)c2N)CC1 | 10.9% | 1 | 0.48 | 1455 | -1.6% | 0.2% | -0.7% | 16.0% | x | -0.9%
COc1ccc(CCn2c(O)c(C=NCCN3CCCCC3)c(=O)[nH]c2=O)cc1OC | 6.2% | 1 | 0.22 | 960 | -0.8% | 0.5% | -3.0% | 7.7% | 2.8% | -1.8%
Cc1nc2nc(SCC(=O)N3CCC4(CC3)OCCO4)nn2c(C)c1Cc1ccccc1 | -6.7% | 1 | u | x | -7.8% | 0.0% | -1.1% | 16.9% | 1.1% | 0.3%
COP(=O)(OC)/C(C=O)=N/Nc1ccc([N+](=O)[O-])cc1 | 6.9% | 0.8 | -0.32 | 1353 | -33.8% | 0.9% | 1.0% | -10.2% | -1.6% | -17.0%
COc1ccc(CCNCc2ccccc2F)cc1OC | 8.3% | 1 | x | x | -18.9% | -0.3% | -2.9% | -3.4% | -0.6% | -31.1%
O=C(Nc1ccccc1Cl)OC1CN2CCC1CC2 (centres undefined) | 11.7% | x | 0.01 | 1322 | x | 1.1% | x | -1.7% | -1.0% | x
Fc1ccc(CCNCc2ccc(Br)cc2)cc1 | 9.1% | 1.1 | -0.79 | 1421 | -4.9% | 0.2% | -0.7% | 13.5% | -0.9% | 8.3%
CCC(=NCCN1CCCCC1)c1c(O)n(C)c(=O)n(C)c1=O | -3.8% | 1.1 | 0.23 | 1202 | -1.1% | 0.0% | -2.7% | -3.8% | 0.4% | -19.4%
COc1cc(C=C2C(=O)NC(=O)NC2=O)cc(OC)c1OC | 16.9% | x | 0.9 | 1295 | x | 0.8% | x | -11.5% | 2.1% | x
Cc1c(C(=O)C(=O)N2CCC3(CC2)OCCO3)c2ccccc2n1C | 17.3% | 1 | 1.52 | 1645 | 5.3% | -0.6% | -1.4% | -6.0% | -2.0% | 10.6%
Cc1cc(C)cc(-n2c(O)c(C=Nc3ccc(N4CCOCC4)cc3)c(=O)[nH]c2=S)c1 | u | 0.9 | -0.1 | 1413 | 8.6% | 0.1% | -0.6% | -13.2% | 0.6% | 30.8%
CCCCCCn1c(O)c(C=NCCN2CCCCC2)c(=O)[nH]c1=O | 22.6% | 1 | 0.03 | 1978 | 11.4% | 0.4% | -2.8% | -13.2% | -1.0% | 9.4%

An excerpt of these results, with values under each structure.
Below each SMILES: Large T inhibition | TNAP activators | Ins promoter up | Ins promoter up cell count | PMI inhibitors | West Nile virus CPE | CSM14.1 death rescue | PhoP inhibition | RSV antiviral HEp-2 | human PMI inhibitors
> CCC(=NCCN1CCCCC1)c1c(O)n(C)c(=O)n(C)c1=O
→ -3.8% | 1.1 | 0.23 | 1202 | -1.1% | 0.0% | -2.7% | -3.8% | 0.4% | -19.4%
> Cc1c(C(=O)C(=O)N2CCC3(CC2)OCCO3)c2ccccc2n1C
→ 17.3% | 1 | 1.52 | 1645 | 5.3% | -0.6% | -1.4% | -6.0% | -2.0% | 10.6%

Carrying on.
SMILES | Large T inhibition | TNAP activators | Ins promoter up | Ins promoter up cell count | PMI inhibitors | West Nile virus CPE | CSM14.1 death rescue | PhoP inhibition | RSV antiviral HEp-2 | human PMI inhibitors
CC(=O)NC(Cc1ccc(N(CCCl)CCCl)cc1)C(=O)NC(CC(C)C)C(=O)O (centres undefined) | x | 1.1 | 0.08 | 1335 | -70.1% | -0.2% | -2.1% | x | -1.2% | -97.8%
Cc1cc(OCC(=O)NCc2ccncc2)c2c3c(c(=O)oc2c1)CCCC3 | 5.1% | x | x | x | x | -0.2% | x | 1.5% | 6.1% | x
CCOC(=O)c1ccc2c(c1)n(Cc1ccccc1)c(C)[n+]2CC | 1.1% | 1.1 | -1.04 | 1404 | 3.1% | 1.2% | -0.7% | 5.2% | 1.1% | 1.4%
O=[N+]([O-])c1cc([As](=O)(O)c2ccc(O)c([N+](=O)[O-])c2)ccc1O | -1.3% | x | 0.25 | 1366 | x | -0.1% | x | 6.8% | 0.2% | x
COCCOC(=O)c1c(N)n(Cc2ccco2)c2nc3ccccc3nc12 | x | 1.1 | x | x | -19.3% | 0.1% | -1.9% | x | 3.0% | -18.2%
Cc1nn(CC(C)C)c(Cl)c1C(=O)O | 22.6% | 1.1 | -0.54 | 1286 | -5.3% | 1.2% | -0.8% | 4.2% | 0.6% | -9.7%
CN(CCc1nnc(N)s1)[N+](=O)[O-] | 11.1% | 1.1 | 0.69 | 1476 | -33.5% | 0.2% | 0.1% | 12.1% | -2.1% | -11.0%
COc1cc(C)c(CN2CCN(c3ccccc3)CC2)cc1C | 6.3% | 1.1 | -0.05 | 1093 | 16.9% | 0.3% | 0.0% | 2.8% | 2.6% | 10.9%
COC(=O)C1=C(c2ccccc2)C[C@@H]2CC[C@H]1N2C(=O)NCc1ccccc1 | 9.7% | x | x | x | x | -0.4% | x | -7.1% | 0.4% | x
Cc1ccc(C(=O)N[C@@H](C)CN2C3=NC[C@H](Cc4ccccc4)N3C[C@H]2Cc2ccc(O)cc2)cc1Br | 17.2% | x | u | x | x | 0.1% | x | -0.7% | -3.0% | x

Gathered by group, the entries above containing a cyano group.
SMILES | Large T inhibition | TNAP activators | Ins promoter up | Ins promoter up cell count | PMI inhibitors | West Nile virus CPE | CSM14.1 death rescue | PhoP inhibition | RSV antiviral HEp-2 | human PMI inhibitors
CCN(CC)S(=O)(=O)c1ccc(NN=C(C#N)C#N)cc1 | 10.6% | 1 | 0.01 | 1054 | -37.4% | -0.3% | -2.3% | 7.2% | 4.7% | -42.2%
CCOC(=O)c1sc(/N=C/c2c(O)n(-c3cccc(C)c3)c(=O)[nH]c2=O)c(C#N)c1C | 10.2% | 1.1 | -0.08 | 1384 | -18.6% | -0.2% | -2.0% | 4.7% | 4.7% | -15.3%
